Source: PubChem
N370S GC mod: N370S glucocerebrosidase modulation, Gaucher chaperone candidate | P04062 | Potency, µM (titrated, usually from 59.4 µM), inactives show at the top dose activity change, negative = inhibition, usual class: inhibitors | 330,000 tested, 0.092% active | N370S GC spleen homogenate, 4MU-glucoside fluorescence;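 further: 0% = full enzyme activity and -100% = no enzyme basal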
TDP1 cell noCPT: qHTS for Inhibitors of human tyrosyl-DNA phosphodiesterase 1 (TDP1): qHTS in cells in absence of CPT; DT40 Tdp1-/- hTDP1 cells, no CPT, ATP luminescence, 48 h; Potency, µM (highest dose often 46.2 µM), inactives show at the top dose activity change, negative = growth inhibition, most hits filed as inhibitors; 420,000 tested, 15% active; further: nearly all actives have a fitted effect of over 55% in size
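Compound effects on proliferation are scored in DT40 Tdp1-/-;hTDP1 cells in the absence of CPT. ATP levels (CellTiter-Glo luminescence) are recorded after a ≥48 hr, 37 °C incubation.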
TDP1 inh: inhibitors of human tyrosyl-DNA phosphodiesterase TDP1 | Q9NUW8 | recombinant TDP1, AlphaScreen DNA substrate cleavage | 350,000 tested, 0.28% active | AID 485290 | Potency, µM (series often up to 130 µM), inactives show at the highest dose activity change, negative = inhibition, usual class: inhibitors; further: nearly all actives have a fitted effect of over 40% in size
Target sequence (Q9NUW8 whole entry, looked up): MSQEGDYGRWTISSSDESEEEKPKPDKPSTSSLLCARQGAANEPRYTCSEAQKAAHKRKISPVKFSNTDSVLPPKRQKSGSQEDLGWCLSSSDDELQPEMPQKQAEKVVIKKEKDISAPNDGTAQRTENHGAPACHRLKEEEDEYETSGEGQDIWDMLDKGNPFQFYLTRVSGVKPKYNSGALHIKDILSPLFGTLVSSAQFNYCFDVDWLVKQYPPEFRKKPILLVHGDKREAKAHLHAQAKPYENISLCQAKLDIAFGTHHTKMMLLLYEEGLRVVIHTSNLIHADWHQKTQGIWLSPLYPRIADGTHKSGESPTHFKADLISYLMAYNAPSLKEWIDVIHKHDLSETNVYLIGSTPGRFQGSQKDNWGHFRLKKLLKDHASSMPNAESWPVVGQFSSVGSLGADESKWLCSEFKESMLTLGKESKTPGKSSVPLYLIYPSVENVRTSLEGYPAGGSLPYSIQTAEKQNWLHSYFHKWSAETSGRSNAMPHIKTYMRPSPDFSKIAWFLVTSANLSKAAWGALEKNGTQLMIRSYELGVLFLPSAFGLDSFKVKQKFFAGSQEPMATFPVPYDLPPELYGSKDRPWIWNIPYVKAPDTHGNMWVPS
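Steps: enzyme plus compound, 15 min RT; add biotin/phosphotyrosine-FITC oligonucleotide (15 nM final), react 5 min; add donor/acceptor beads (10 ug/ml final), 10 min; read AlphaScreen. Tdp1 at 1 nM final.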
Numbers without * were called inactive; ? = inconclusive; / = not tested or not shown; & = joins results of further samples; [ ] = dose if it differs, or a comment. The call rests on the fitted dose curve; in most records, active means well fitted curve in the direction sought with a large enough effect; inconclusive means small, poorly fitted or top-dose-only effect, or another doubt; inactive means no such curve, though single readings can be large; an effect the other way counts as inactive or inconclusive. Unless noted, on the % scale 0 is the no-effect control and ±100 the full control effect; potency means the concentration at half of the fitted maximal effect. This is a subset; rates above refer to the full screens.

Structure	N370S GC mod	TDP1 cell noCPT	TDP1 inh
O=C(NCC(=O)N(CC1CCCO1)C1(C(=O)NC2CCCCC2)CCCCC1)c1ccccc1 (stereo not given)	0.3%	-25.7%	1.0%
CCOC(=O)C(NC(=O)NCc1cccc(C(F)(F)F)c1)(OCC)C(F)(F)F (stereo not given)	-0.3%	-4.6%	2.8%
O=C(CCSCc1ccccc1Cl)NCc1ccc(F)cc1Cl	/	?	2.6%
COc1ccccc1C(N)=S	?	-8.1%	3.2%
Cc1cccc(C)c1N(CC(=O)NCc1ccc(F)cc1)C(=O)c1csnn1	2.1%	-11.2%	2.5%
O=C(NC1CC2CCCC(C1)N2Cc1ccccc1)c1cccc(Cl)c1 (stereo not given)	2.2%	-26.6%	/
O=C(/C=C/c1ccco1)NC(=S)Nc1cc(C(F)(F)F)ccc1N1CCOCC1	7.1%	?	8.2%
COc1ccc(NC(=O)CSCC(=O)Nc2ccccc2N2CCCCC2)cc1	-1.1%	29.1µM*	-7.6%
O=P1(O)Oc2c(c(-c3ccccc3)cc3ccccc23)-c2c(-c3ccccc3)cc3ccccc3c2O1	-2.1%	/	0.0%
O=C(NCc1cccnc1)C1CCCCN1S(=O)(=O)c1ccc(F)cc1 (stereo not given)	2.5%	-1.6%	-13.7%
COc1ccc(N2CCN(C(c3ccc4ncccc4c3)c3nnnn3C(C)C)CC2)cc1 (stereo not given)	-6.3%	9.9%	/
CCN(CC)C(=O)C1=C(C)Nc2nnnn2C1c1cccnc1 (stereo not given)	4.4%	4.4%	8.7%
O=C(NCCC1=CCCCC1)c1ccc(=O)oc1	2.9%	-4.1%	-4.2%
Cc1ccc(C(=O)Nc2c(C)n(C)n(-c3ccccc3)c2=O)cc1	-0.7%	10.7%	2.4%
Cc1ccc(CNC(=O)c2ccc3nc(N4CCCCC4)sc3c2)cc1	/	-19.4%	0.0%
O=C(Cn1cc(SCc2ccc(F)cc2)c2ccccc21)N1CCCC1	/	?	5.1%
Cc1ccc2c(=O)c(C(=O)c3ccc(Cl)cc3)cn(CC(=O)Nc3ccc4c(c3)OCCO4)c2n1	/	?	2.1%
CCCCCn1c(C(Cc2ccccc2)NC(C)=O)nc2ccccc21 (stereo not given)	1.0%	25.9µM*	5.4%
CC1(C)Cc2c(c(-c3ccccc3)nc3sc4c(=O)[nH]c(=S)[nH]c4c23)CO1	1.7%	-14.9%	2.6%
NC(=O)CSc1nnc(COc2ccccc2)n1C1CCCCC1	0.0%	0.4%	5.2%
Cc1ccc(NS(=O)(=O)c2coc(C(N)=O)c2)cc1F	-1.1%	-13.7%	/
COc1cc(C(CC(=O)N2CCN(c3ccccc3)CC2)c2c(OC)cc(OC)c3ccc(=O)oc23)cc(OC)c1OC (stereo not given)	?	?	13.8%&4.7%
COc1cc(-c2nnc(SCC(=O)O)n2-c2ccccc2)cc(OC)c1OC	0.9%	?	/
OCCCNc1cc(-c2ccnc(Nc3cccc(Cl)c3)n2)ccn1	-8.9%	0.164µM*	2.5%
O=C(CN(C(=O)Cn1nnc(-c2ccccc2F)n1)c1cccc2c1CCCC2)NCc1ccccc1	16.7%	?	2.8%
CC1CC(C)CN(CCCCOc2ccc([N+](=O)[O-])cc2)C1 (stereo not given)	-2.1%	?	/
Cc1ccc(C2=NC(c3ccccc3)=Nc3ccc(Cl)cc3N2)cc1	/	23.1µM*	7.0%
CC1(C)N([O-])C2=C(CCCC2)[N+]1=O	7.4%	-1.1%	-7.6%
Cc1cccc(NC(=O)c2cc3c(=O)n4ccccc4nc3n(CC(C)C)c2=N)c1	-12.9%	-6.8%	4.6%
CC(NCc1nc2ccccc2n1C)C12CC3CC(CC(C3)C1)C2 (stereo not given)	-10.7%	23.1µM*	5.1%

Next structures:
Structure	N370S GC mod	TDP1 cell noCPT	TDP1 inh
COC(=O)c1ccc(C[n+]2ccccc2)cc1	-10.0%	1.3%	/
CCC[C@H]1C[C@H](C(=O)N[C@H]([C@@H]2O[C@H](SC)[C@@H](O)[C@H](O)[C@@H]2O)[C@H](C)O)N(C)C1	4.3%[21.6 µM]	/	11.8%[21 µM]
Cc1cccc(Oc2coc3cc(OC(=O)c4cncc(Br)c4)ccc3c2=O)c1	1.7%	?	2.7%
O=C(OCC(=O)c1c[nH]c2ccccc12)c1ccco1	8.3%	-20.5%	1.0%
c1ccc(Cn2c(CNc3nc4ccccc4n3CCN3CCCCC3)nc3ccccc32)cc1	-11.5%	?	7.7%
COc1ccc(/C=c2\s/c(=C/C(=O)c3ccc(C)cc3)[nH]c2=O)cc1OC	-16.8%	18.4µM*	0.0%
COc1ccc(N2CCN(C(=O)CSc3nc4nc(C)cc(C)n4n3)CC2)cc1	/	-24.0%	2.3%
CN(C1CCCCC1)C(CNS(=O)(=O)c1ccc(Cl)cc1)c1ccccc1 (stereo not given)	-3.9%	-8.0%	3.0%
Cc1ccccc1Sc1ncnc2onc(C)c12	25.6%[12.8 µM]	23.1µM*	-4.6%
CCCCN(C(=O)c1ccccc1F)c1c(N)n(CCC)c(=O)[nH]c1=O	-2.1%	6.4%	16.5%
COc1cc(-c2nnn(CC(=O)Nc3ccc(OC(F)(F)F)cc3)n2)cc(OC)c1OC	/	7.31µM*	-1.9%
CNC(=O)c1c(C)noc1C	-3.0%	-5.1%	1.6%
CCC(C)NC(=O)Cn1c(-c2ccccc2)cc(C(C)=O)c1C (stereo not given)	1.6%	-25.4%	4.9%
CCN(CC)C(=O)CN1C(=O)c2cccc3cccc(c23)C1=O	8.8%	10.5%	5.1%
C=CCn1c(C(CCC(C)C)CC(C)(C)O)n[nH]c1=S (stereo not given)	5.3%	-5.5%	5.3%
Cc1ccc(NC(=O)C2CCCN(S(=O)(=O)c3cnc[nH]3)C2)c(Br)c1 (stereo not given)	-14.1%	-12.5%	0.0%
COC(=O)CSc1n[nH]c(=S)s1	3.0%	-2.3%	5.3%
CCc1nc2n(n1)C(O)c1cc([N+](=O)[O-])ccc1S2 (stereo not given)	0.3%	0.2%	-1.2%
Cc1nc2ccc(NC(=O)c3ccc(Br)o3)cc2s1	0.7%	?	3.8%
COc1cccc(N2C(=O)CC(N3CCC(C(N)=O)(N4CCCCC4)CC3)C2=O)c1 (stereo not given)	6.0%	?	2.2%
Cc1nn(C)c(C)c1/C=N/N=C1\CCC2C3CCc4cc(O)ccc4C3CCC12C (stereo not given)	-10.3%	11.6µM*	3.6%
CCN(CC(=O)N1CCN(c2ccccc2)CC1)S(=O)(=O)c1ccc(C)cc1	9.8%	13µM*	3.1%
CC1(C)Cc2c(C#N)c(SCc3nc4ccccc4[nH]3)nc(N3CCOCC3)c2CO1	3.3%	?	-4.0%
CCOC(=O)c1ccc(NC(=O)c2csc3c2CCCCC3)cc1	/	14.6µM*	-5.9%
Cc1nnc2n(Cc3ccccc3)c(=O)c3c4c(sc3n12)COC(C(C)C)C4 (stereo not given)	?	?	6.4%
Cc1cc(C)cc(NC(=O)C2CCCN2S(=O)(=O)c2cccc3cccnc23)c1 (stereo not given)	0.2%	?	3.1%
NC(=S)NNC(=O)c1ccccc1Cl	2.9%	1.2%	2.7%
CCOc1ccc(CCNC(=O)NCc2noc3ccc(C)cc23)cc1	/	?	2.6%
Cc1ccc(NC(=O)N2CCC(NC(=O)c3ccco3)CC2)cc1	-11.4%	-5.7%	-1.0%
CNC(=O)NC(=O)C(C)N1CCN(C/C=C/c2ccccc2)CC1 (stereo not given)	6.3%	?	2.3%

A portion of the results above, as a working copy:
Structure	N370S GC mod	TDP1 cell noCPT	TDP1 inh
COC(=O)c1ccc(C[n+]2ccccc2)cc1	-10.0%	1.3%	/
CCC[C@H]1C[C@H](C(=O)N[C@H]([C@@H]2O[C@H](SC)[C@@H](O)[C@H](O)[C@@H]2O)[C@H](C)O)N(C)C1	4.3%[21.6 µM]	/	11.8%[21 µM]
Cc1cccc(Oc2coc3cc(OC(=O)c4cncc(Br)c4)ccc3c2=O)c1	1.7%	?	2.7%
O=C(OCC(=O)c1c[nH]c2ccccc12)c1ccco1	8.3%	-20.5%	1.0%
c1ccc(Cn2c(CNc3nc4ccccc4n3CCN3CCCCC3)nc3ccccc32)cc1	-11.5%	?	7.7%
COc1ccc(/C=c2\s/c(=C/C(=O)c3ccc(C)cc3)[nH]c2=O)cc1OC	-16.8%	18.4µM*	0.0%
COc1ccc(N2CCN(C(=O)CSc3nc4nc(C)cc(C)n4n3)CC2)cc1	/	-24.0%	2.3%
CN(C1CCCCC1)C(CNS(=O)(=O)c1ccc(Cl)cc1)c1ccccc1 (stereo not given)	-3.9%	-8.0%	3.0%
Cc1ccccc1Sc1ncnc2onc(C)c12	25.6%[12.8 µM]	23.1µM*	-4.6%
CCCCN(C(=O)c1ccccc1F)c1c(N)n(CCC)c(=O)[nH]c1=O	-2.1%	6.4%	16.5%
COc1cc(-c2nnn(CC(=O)Nc3ccc(OC(F)(F)F)cc3)n2)cc(OC)c1OC	/	7.31µM*	-1.9%
CNC(=O)c1c(C)noc1C	-3.0%	-5.1%	1.6%
CCC(C)NC(=O)Cn1c(-c2ccccc2)cc(C(C)=O)c1C (stereo not given)	1.6%	-25.4%	4.9%
CCN(CC)C(=O)CN1C(=O)c2cccc3cccc(c23)C1=O	8.8%	10.5%	5.1%
C=CCn1c(C(CCC(C)C)CC(C)(C)O)n[nH]c1=S (stereo not given)	5.3%	-5.5%	5.3%
Cc1ccc(NC(=O)C2CCCN(S(=O)(=O)c3cnc[nH]3)C2)c(Br)c1 (stereo not given)	-14.1%	-12.5%	0.0%
COC(=O)CSc1n[nH]c(=S)s1	3.0%	-2.3%	5.3%
CCc1nc2n(n1)C(O)c1cc([N+](=O)[O-])ccc1S2 (stereo not given)	0.3%	0.2%	-1.2%
Cc1nc2ccc(NC(=O)c3ccc(Br)o3)cc2s1	0.7%	?	3.8%

New compounds follow.
Structure	N370S GC mod	TDP1 cell noCPT	TDP1 inh
Cc1sc2ncnc(N3CCC(C(=O)N(C)CC(=O)Nc4ccc(Cl)c(C(F)(F)F)c4)CC3)c2c1C	-13.0%	14.6µM*	0.2%
O=c1[nH]c(CN2CCC(c3nc4ccccc4s3)CC2)nc2sc3c(c12)CCC3	4.1%	/	2.1%
Cc1ccc(NC(=O)C(=O)NCC(c2cccnc2)N2CCN(C)CC2)cc1 (stereo not given)	/	-7.9%	6.5%
COC(=O)[C@@]1(Cc2ccc(F)cc2)[C@H]2c3cc(C(=O)N4CCCC4)n(CCSCCO)c3C[C@H]2CN1C(=O)c1ccccc1	1.8%	?	12.9%
Cc1c(O)ccc(-c2[nH]ncc2-c2nc3ccccc3s2)c1O	-9.4%	?	6.8%
O=C1NCCOC(=O)[C@@H](Cc2ccc(F)cc2)C/C=C\C[C@@H]1CC(=O)N(CCO)Cc1ccccc1	/	20.6µM*	-0.4%
CC1CCCCC1NCC(=O)Nc1ccccc1-c1ccccc1 (stereo not given)	15.5%	18.4µM*	-5.5%
CCSc1nn(CC(=O)Nc2cccc(Cl)c2)c(N)c1S(=O)(=O)c1ccc(OC)cc1	/	?	5.3%
COC(=O)[C@@H]1C[C@@]1(C)[C@@H](NC(=O)OCc1ccccc1)c1ccccc1	3.7%	/	2.1%
COc1ccc2oc(=O)c(C(C)=O)cc2c1	/	-1.5%	-2.0%
CCOc1ccc(NC(=O)CSc2nncn2C)cc1	-0.6%	-14.2%	/
Cc1cc(S(=O)(=O)N2CCN=C2c2ccccc2)c(C)cc1Cl	2.4%	?	2.6%
C[C@H](NC(=O)c1nc[nH]c1C(=O)N[C@@H](Cc1ccccc1)C(=O)OCc1ccccc1)c1ccccc1	?	?	11.5%
O=C1OC(Nc2nc(-c3ccc(F)cc3)cs2)c2ccccc21 (stereo not given)	-4.9%	23.1µM*	/
O=C(N1CCN(c2cccc(Cl)c2)CC1)C1(c2cccs2)CCOCC1	6.0%	20.6µM*	5.4%

Some entries already given, limited to TDP1 inh and TDP1 cell noCPT:
Structure | TDP1 inh | TDP1 cell noCPT
O=c1[nH]c(CN2CCC(c3nc4ccccc4s3)CC2)nc2sc3c(c12)CCC3 | 2.1% | /
Cc1ccc(NC(=O)C(=O)NCC(c2cccnc2)N2CCN(C)CC2)cc1 (stereo not given) | 6.5% | -7.9%
